SKBR3 24h inh: SK-BR-3 proliferation inhibitors | hit rate 0.47% among 41,000 | SK-BR-3 viability, CellTiter-Glo ATP luminescence, 24 h; stronger effect = lower value | AID 847 | viability, % at 10 µM;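 active = viability at or below the median of all test compounds minus 3 SD, in both replicates if run twice, cut at about 45% in these data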;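 also: 100% = median untreated cell wells and 0% = median positive control drug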
Active calls of the source: *. Some of the compounds tested (hit frequency here may not be typical).

structure | SKBR3 24h inh
CCOC(=O)C1=C(C)N=C2SC(C)C(=O)N2C1c1cccc(F)c1 (stereo not drawn) | 89
CCCOc1ccc(C2C(C(=O)c3ccco3)=C(O)C(=O)N2CCCn2ccnc2)cc1 (stereo not drawn) | 74
COC(=O)Nc1ccc(S(=O)(=O)N(C)C)cc1 | 101
Cc1ccc(Oc2ccc(S(=O)(=O)N3CCOCC3)cc2C(N)=O)c(-n2nc3ccccc3n2)c1 | 99
COc1cc(C2C(C#N)=C(N)Oc3c2oc(CO)cc3=O)ccc1OC(C)C (stereo not drawn) | 86
Cc1ccc(-n2c(SCC(=O)N3CCOCC3)nnc2-c2cccnc2)cc1 | 104
CCSc1nnc(NC(=O)c2ccc3c(c2)OCO3)s1 | 99
COc1cc(S(=O)(=O)N2CCN(C)CC2)ccc1Cl | 88
CC(Oc1ccccc1)C(=O)Nc1ccc(S(=O)(=O)NCC2CCCO2)cc1 (stereo not drawn) | 98
O=C(O)c1csc(Br)c1Br | 95
CCOC(=O)c1ccc(NC(=O)C(C)NS(=O)(=O)c2ccc(OC)cc2)cc1 (stereo not drawn) | 84
CCOC(=O)c1c(NC(=O)OC)sc(C(=O)N(CC)CC)c1C | 80
CCC(C)C(=O)Nc1nnc(-c2cccs2)s1 (stereo not drawn) | 85
CCCn1c(SCC(=O)NC(C)(C)C)nnc1C(C)C | 92
CN1CCN(CC(=O)N2c3ccccc3C(=O)Nc3cccnc32)CC1 | 105
CCC(C)(C(=O)NC1CCCC1)N(Cc1cccs1)C(=O)Cc1cccs1 (stereo not drawn) | 66
O=C(Nc1ccc2nsnc2c1)c1cccs1 | 99
NC(=O)CSc1nnc(-c2cccnc2)n1CCc1ccccc1 | 109
Cc1csc(NC(=O)C2C3C=CC(O3)C2C(=O)O)n1 (stereo not drawn) | 104
Cc1cc(Cl)c(S(=O)(=O)Nc2ccc3c(c2)OCO3)cc1OCC(N)=O | 103
Cc1cc(C)c2[nH]c(=O)c(CN(CC3CCCO3)C(=O)c3cnccn3)cc2c1 (stereo not drawn) | 133
CCn1cc(C(=O)N(CCCN2CCOCC2)Cc2ccco2)c(=O)c2ccc(C)nc21 | 88
Cn1c(SCC(N)=O)nnc1C1CCN(C(=O)NC2CCCCC2)CC1 | 84
CC1CCN(CCc2nc3cc(NS(=O)(=O)c4ccc(F)cc4)ccc3n2C)CC1 | 85
COC(=O)c1cc(OC)c(OC)cc1NC(=O)c1ccoc1C | 101
CCOc1ccccc1-n1c(SCC(=O)N2CCCC2)nnc1-c1ccoc1C | 80
COc1ccc(C)cc1NC(=O)c1ccc2c(c1)OCO2 | 97
Cc1nc(N2CCN(c3ccccc3)CC2)c2c3c(sc2n1)CCC3 | 89
Cc1cc(C)c2c(n1)nn1c(NCCN3CCOCC3)cc(C)nc21 | 75
CCN(Cc1cc2cc(OC)ccc2[nH]c1=O)C(=O)Cc1ccc(OC)cc1 | 98
CCCOC(=O)c1ccc(NS(=O)(=O)c2cccs2)cc1 | 120
CCOC(=O)C(C#N)C(Cc1ccccc1)c1ccco1 (stereo not drawn) | 81
COc1cc(-c2noc(CCC(=O)Nc3cccnc3)n2)cc(OC)c1OC | 96
CCOc1cccc2cc(C(=O)N3CCN(C/C=C/c4ccccc4)CC3)c(=O)oc12 | 85
CCOC(=O)Cn1nc(-c2ccc(Cl)cc2)cc1N | 101
CC(C)c1nc(N2CCN(C(=O)c3ccco3)CC2)c2c3c(sc2n1)CCCC3 | 88
Cc1oc(-c2ccc3c(c2)OCCO3)cc1C(=O)O | 95
N#CN=C1SCCS1 | 95
CC12CCC(=O)N1c1ccccc1C(=O)N2c1ccccc1 (stereo not drawn) | 100
CCOc1ccccc1N(CC(=O)Nc1ccccc1C(=O)NCc1ccco1)S(C)(=O)=O | 78
CCOc1ccc(CCNC(=O)C(O)c2ccccc2)cc1 (stereo not drawn) | 92
Cc1cc(NC(=O)CSc2nnc(-c3ccco3)n2Cc2ccco2)no1 | 110
CC1CCN(c2nncc3ccccc23)CC1 | 106
CCOC(=O)NC(Nc1nnc(SCC)s1)(C(F)(F)F)C(F)(F)F | 133
COCC(C)NC(=O)c1cc(-c2cccc(OC)c2)on1 (stereo not drawn) | 84
COc1ccc(NC2CCN(C3CC(=O)N(c4ccc(F)c(Cl)c4)C3=O)CC2)cc1 (stereo not drawn) | 99
CCN(CC)S(=O)(=O)c1cc(C(=O)Oc2ccccc2OC)ccc1OC | 94
COc1ccc(NC(=O)C2C(=O)NC3(C)CC2c2ccccc2O3)cc1 (stereo not drawn) | 87
CCOC(=O)c1ccc(NC(=O)CSc2n[nH]c(-c3ccncc3)n2)cc1 | 125
C[C@@](Cc1ccc(O)c(O)c1)(NN)C(=O)O | 97

The listing continues.
structure | SKBR3 24h inh
O=S(=O)(Nc1nc2ccccc2nc1NCc1ccco1)c1ccccc1 | 88
Cc1cc(OCC(=O)NCCN2CCOCC2)ccc1Br | 90
CCOC(=O)c1c(NC(=O)c2ccc(Br)o2)sc(C)c1CC | 109
O=C(NCCCN1CCOCC1)c1c(F)cccc1F | 92
COc1cc(OC)c(C(=O)Nc2ccc(N(C)C)cc2)cc1OC | 89
Cc1ccc(O)c(-c2cc(C(=O)NCc3ccncc3)[nH]n2)c1 | 111
CS(=O)(=O)N(CCc1ccccc1)CC(=O)N1CCN(c2ccccc2)CC1 | 94
CCOC(=O)C1C(=O)CC(C)(O)C(C(=O)OCC)C1c1ccc(C)s1 (stereo not drawn) | 84
CC(=O)c1sc(NC(=O)C=C(C)C)nc1C | 96
CCCCOC(=O)CSc1nnc(-c2cc(OC)c(OC)c(OC)c2)o1 | 74
Cc1nc2c(ccc3nc(NC(=O)c4ccc(S(=O)(=O)N(C)C)cc4)sc32)s1 | 75
C=CCSc1n[nH]c(-c2ccc(OCCC)cc2)n1 | 97
CCOc1nc(-c2ccccc2)ccc1-c1noc(-c2ccco2)n1 | 110
O=C(c1ccccc1)N1CCN(C(=O)N2CCOCC2)CC1 | 87
COc1ccccc1N(CC(=O)Nc1ccccc1C(=O)NCC(C)C)S(C)(=O)=O | 96
CCCn1nnc(NC(=O)c2ccccc2Cl)n1 | 91
CCC(=O)Nc1ccc(NC(=O)CSc2nnnn2C(C)C)cc1 | 78
COc1ccc(C(=O)N2CC3(C)CC2CC(C)(C)C3)cc1 (stereo not drawn) | 80
Cc1ccc(NC(=O)CSc2nnc(NC(=O)CN3CCOCC3)s2)cc1 | 98
Cn1c(NCc2ccccc2O)nc2ccccc21 | 91
C#CC(CC)(CC)NC(=O)c1c(C)noc1C | 126
O=C(CCCOc1ccccc1)n1nnc2ccccc21 | 101
Cn1c(=O)c2c(-c3ccccc3)n(Cc3ccccn3)cc2n(C)c1=O | 88
O=C(CSc1nc(O)cc(=O)[nH]1)N1CCCc2ccccc21 | 102
Cc1nc2cc(NC(=O)NCc3ccco3)ccc2n1C | 88
CCc1ccc2[nH]c(=O)c(CN(CCO)C(=O)NCc3ccccc3)cc2c1 | 116
COc1ccc(OC)c(S(=O)(=O)N2Cc3ccccc3CC2C(=O)Nc2nccs2)c1 (stereo not drawn) | 84
CCN1CCCC1CNC(=O)CCc1nc(-c2ccc(C)cc2)no1 (stereo not drawn) | 93
COc1ccc2c(C(=O)CN3CCN(CCO)CC3)c[nH]c2c1 | 96
c1ccc(CN2CCN(c3ncccn3)CC2)nc1 | 106
C=C(C)c1cccc(C(C)(C)NC(=O)N2CCN(CC)CC2)c1 | 88
O=C(CCc1ccccc1)Nc1ccc(NC(=O)c2ccco2)cc1 | 96
Cc1ccccc1N1C(=O)CC(N(O)c2ccccc2)C1=O (stereo not drawn) | 81
COc1cc(OC)cc(C(=O)N2CCN(C(=O)c3ccc(OC)c(OC)c3)CC2)c1 | 96
O=C(c1nc2nc(-c3ccc(Cl)cc3)cc(C(F)(F)F)n2n1)N1CCOCC1 | 97
Cc1nn(-c2cccc(Cl)c2)c2c1C(c1cccnc1)C(C#N)=C(N)O2 (stereo not drawn) | 94
CCOCN(C(=O)Cn1c(CO)nc2ccccc21)c1c(C)cccc1CC | 85
O=C(NC1(C(=O)NC2CCCCC2)CCCCC1)c1ccc2c(c1)OCO2 | 92
OC(Cn1cccn1)c1ccccc1 (stereo not drawn) | 109
O=C(Nc1ccc(Cl)cc1)c1ccncc1 | 82
Cc1ccc(-n2ncc3c(N4CCC(C(N)=O)CC4)ncnc32)c(C)c1 | 88
Cc1cccn2cc(-c3ccccc3)nc12 | 79
CN(C)c1nc(OCCOC(=O)Nc2ccc(Cl)cc2Cl)nc(N(C)C)n1 | 68
Cc1nnc(SCC(=O)NC(C)(C)C)n1CCc1ccccc1 | 113
COCCCN(Cc1ccccn1)S(=O)(=O)Cc1ccccc1 | 76
COc1ccc(-c2nn3c(-c4ccccc4)nnc3s2)cc1 | 84
c1ccc(-n2ncc3c(NCc4cccnc4)ncnc32)cc1 | 91
Nc1c(C(=O)NC2CCCC2)sc2nc(-c3cccs3)ccc12 | 110
Cc1nn(Cc2ccccc2Cl)c(C)c1C(=O)NC1=NCCS1 | 80
COc1ccccc1N1CCN(C(=O)c2cc(-c3cccc(Cl)c3)on2)CC1 | 84

5 records picked at random from those above:
structure | SKBR3 24h inh
COc1ccc(C(=O)N2CC3(C)CC2CC(C)(C)C3)cc1 (stereo not drawn) | 80
CC12CCC(=O)N1c1ccccc1C(=O)N2c1ccccc1 (stereo not drawn) | 100
CC(Oc1ccccc1)C(=O)Nc1ccc(S(=O)(=O)NCC2CCCO2)cc1 (stereo not drawn) | 98
COc1cc(C2C(C#N)=C(N)Oc3c2oc(CO)cc3=O)ccc1OC(C)C (stereo not drawn) | 86
COc1ccc(OC)c(S(=O)(=O)N2Cc3ccccc3CC2C(=O)Nc2nccs2)c1 (stereo not drawn) | 84

Additional compounds
structure | SKBR3 24h inh
CCOC(=O)c1sc2ncnc(OC)c2c1C | 93
Cc1cccc(Nc2nc(NCc3ccco3)nc(N3CCOCC3)n2)c1 | 69
CCOC(=O)N1CCN(C(=O)CN(c2cccc(C(F)(F)F)c2)S(=O)(=O)c2ccccc2)CC1 | 109
CC(C)Nc1nc2n(c(=O)n1)CCN2C(C)C | 95
Cc1cc(NC(=O)COc2nnc(-c3ccccc3)c3ccccc23)no1 | 96
CCn1c(CNc2ccc(F)cc2)nnc1SCC(=O)OC1CCCCC1 | 86
CCCCOc1cccc(C(=O)N(Cc2cccs2)C2CCS(=O)(=O)C2)c1 (stereo not drawn) | 93
CCN(CC)CCCNC1CCS(=O)(=O)C1 (stereo not drawn) | 107
Cc1cc(C)n2nc(CCc3nc4nc(C)cc(C)n4n3)nc2n1 | 110
CCC1CCCCN1C(=O)Cn1c(=O)oc2ccccc21 (stereo not drawn) | 94
c1ccc(OCc2nn3c(Cn4cnc5ccccc54)nnc3s2)cc1 | 103
COc1ccc(C(c2nnnn2Cc2ccccc2)N2CCN(C(=O)c3ccco3)CC2)cc1 (stereo not drawn) | 61
CN(C)Cc1ccc(O)c(CCc2ccccc2)n1 | 94
COC(=O)c1c(NC(=O)CCc2ccc(C)o2)sc(C)c1C | 81
CCOCC(=O)N1CCc2ccccc21 | 89
O=C(CSc1nnc(CNc2ccc(F)cc2)n1Cc1ccco1)NC1CC1 | 94
CCc1c(C(=O)Nc2cc(C)ccc2OC)[nH]c(C)c1C(C)=O | 74
CCOC(=O)CC1=C(C#N)C(c2cccnc2)C(C(=O)OCC)=C(N)O1 (stereo not drawn) | 81
CCOC(=O)N1CCN(C(=O)Nc2ccccc2Cl)CC1 | 83
O=C(Cn1nnc(-c2ccccc2NC(=O)c2cccs2)n1)Nc1ccccc1 | 74
COC(=O)C1=C(C)N(c2ccc(C(=O)OC)cc2)C(=O)C1 | 84
CCn1c(SCC(=O)Nc2ccccc2N2CCCCC2)nc2c1c(=O)n(C)c(=O)n2C | 113
CS(=O)(=O)N1CCC(C(=O)N2CCc3ccccc3C2)CC1 | 92
CC1CC(=O)c2cnc(NCc3ccco3)nc2C1 (stereo not drawn) | 99
COc1ccccc1NC(=O)CCC(=O)O | 103

Individual results from the list:
Reading for O=C(CSc1nnc(CNc2ccc(F)cc2)n1Cc1ccco1)NC1CC1 under SKBR3 24h inh: 94
Reading for CCC1CCCCN1C(=O)Cn1c(=O)oc2ccccc21 (stereo not drawn) under SKBR3 24h inh: 94
Reading for COc1ccccc1NC(=O)CCC(=O)O under SKBR3 24h inh: 103
Reading for CCOC(=O)N1CCN(C(=O)CN(c2cccc(C(F)(F)F)c2)S(=O)(=O)c2ccccc2)CC1 under SKBR3 24h inh: 109

Returning to the listing with the 2 entries that preceded the break.
structure | SKBR3 24h inh
CC1CC(=O)c2cnc(NCc3ccco3)nc2C1 (stereo not drawn) | 99
COc1ccccc1NC(=O)CCC(=O)O | 103
Nc1n[nH]c2c1C1(CCCCC1)Cc1ccccc1-2 | 101
COc1ccc(CNC(=O)C2CCCN2S(=O)(=O)c2ccc(S(=O)(=O)N(C)C)cc2)cc1 (stereo not drawn) | 33*
Cc1c(C)n(C(=O)CSc2ncn[nH]2)c2ccccc12 | 100
Cc1cccc(NCN2C(=O)c3ccncc3C2=O)n1 | 79
CCOC(=O)CN(C(=O)CSc1nnc(C)n1-c1ccccc1)c1ccccc1 | 91
Cc1ccc2c(c1)NC(=O)C(N1CCOCC1)(C(F)(F)F)O2 (stereo not drawn) | 96
COc1ccc(CCNC(=O)CCSc2nc(-c3ccco3)cc(C(F)(F)F)n2)cc1OC | 81
COc1ccc(C)cc1NC(=O)c1ccoc1C | 86
O=C(CN1C2=NCCN2c2ccccc21)c1ccc2c(c1)OCO2 | 90
CCn1c(COc2ccccc2)nnc1SCC(=O)C(C)(C)C | 71
Fc1ccc(-c2nnc(CSc3nnc(-c4ccc5c(c4)OCO5)o3)o2)cc1 | 114
CCCc1[nH]nc2c1C(c1ccc(OCCN3CCOCC3)c(OCC)c1)C(C#N)=C(N)O2 (stereo not drawn) | 95
O=c1c2[nH]c3ccccc3c2ncn1CCN1CCOCC1 | 107
CCCN=C(N)/C(C(=O)OCC)=C(\O)c1ccc(OC)cc1 | 94
COc1cccc(C(=O)NC2CC3CCCC(C2)N3CC(=O)Nc2ccccc2)c1 (stereo not drawn) | 112
COC(=O)[C@@H](NC(=O)NC(C)CCc1ccccc1)C(C)C (stereo partly drawn) | 98
CCN(CC(=O)N1CCN(C)CC1)S(=O)(=O)c1ccc(Cl)cc1 | 87
CCOc1ccc(N2C(=O)CC(N)C2=O)cc1 (stereo not drawn) | 110
CCOc1ccc(N=C(NC#N)SC)cc1 | 85
